Compound activity (PubChem BioAssay)
MT1-MMP txn act: activates MT1-MMP transcription; HT1080 MT1-MMP promoter luciferase reporter, luminescence, overnight; hits give high values; activation factor at 10 µM; 86,000 tested, 0.16% active; AID 750;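 active = activation factor of at least 2 for MT1-MMP transcription at 10 µM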
CD11b adhes enh: increases human CD11b/CD18 adhesion to fibrinogen; P05107+P11215; K562 CD11b/CD18 adhesion to fibrinogen, ATPlite luminescence; activation, % at 10 µM; 93,000 tested, 0.07% active;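 active = 10 µM primary screen giving 50% or more activity, confirmed by 40% or more on retest at that dose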; also: strong numbers were not always called active; reference of the scale not given here
ERa coact pot: enhances coactivator binding to human estrogen receptor alpha; P03372; TR-FRET ERalpha-LBD/SRC-Cy5 coactivator binding, 2 h; 100 = basal binding, no effect; coactivator binding (% of control), % at 25.6 µM; 86,000 tested, 1.3% active; AID 639; in the data active = activity above about 200%;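 also: binding measured in presence of low estradiol as agonist stimulus; 0% = peptide alone without receptor and 100% = receptor with peptide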
Target sequence (P03372 whole entry, looked up, the tested form may be a part): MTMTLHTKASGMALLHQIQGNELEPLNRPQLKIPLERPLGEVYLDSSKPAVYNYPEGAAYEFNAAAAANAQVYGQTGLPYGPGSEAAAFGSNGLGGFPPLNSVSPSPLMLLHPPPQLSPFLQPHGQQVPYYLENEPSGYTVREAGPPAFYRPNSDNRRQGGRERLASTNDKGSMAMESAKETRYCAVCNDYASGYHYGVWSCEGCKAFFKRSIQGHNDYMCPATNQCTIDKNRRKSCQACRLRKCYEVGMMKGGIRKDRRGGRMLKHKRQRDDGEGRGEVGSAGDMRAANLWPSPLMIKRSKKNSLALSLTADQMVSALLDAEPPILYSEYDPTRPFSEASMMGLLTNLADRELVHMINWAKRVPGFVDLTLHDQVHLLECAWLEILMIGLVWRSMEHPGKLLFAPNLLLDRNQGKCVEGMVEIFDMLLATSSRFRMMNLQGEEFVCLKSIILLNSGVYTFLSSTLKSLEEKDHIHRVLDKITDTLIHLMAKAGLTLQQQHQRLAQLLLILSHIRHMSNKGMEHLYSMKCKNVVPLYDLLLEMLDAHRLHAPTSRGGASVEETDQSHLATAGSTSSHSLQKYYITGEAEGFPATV
sEH inh: inhibitors of human soluble epoxide hydrolase | P34913 | recombinant human sEH enzymatic activity assay | inhibition, % at 2 µM | 91,000 tested, 0.34% active | AID 707; in the data active = inhibition above about 80%; also: values of inactives mirror those of a sister screen read the other way; many of its hits are not listed in these tables
sEH activator: soluble epoxide hydrolase (human) activation | AID 717 | 91,000 tested, 0.04% active | purified human sEH enzymatic activity, activator screen | P34913 | activation, % at 2 µM; in the data active = activation above about 37%; also: values of inactives mirror those of a sister screen read the other way
ERb coact inh: blocks coactivator binding to human estrogen receptor beta | inhibition, % at 25.6 µM | TR-FRET ER-beta LBD / SRC1-Cy5 peptide binding; receptor agonist-loaded with 1 µM estradiol | Q92731 | 86,000 tested, 1.3% active;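 active = compounds whose percent inhibition of the receptor-coactivator binding signal exceeds about 50% in the single-dose screen, limit read from the data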;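 also: 0% = receptor plus peptide wells without compound and 100% = peptide-only wells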
Target sequence (Q92731 whole entry, looked up, the tested form may be a part): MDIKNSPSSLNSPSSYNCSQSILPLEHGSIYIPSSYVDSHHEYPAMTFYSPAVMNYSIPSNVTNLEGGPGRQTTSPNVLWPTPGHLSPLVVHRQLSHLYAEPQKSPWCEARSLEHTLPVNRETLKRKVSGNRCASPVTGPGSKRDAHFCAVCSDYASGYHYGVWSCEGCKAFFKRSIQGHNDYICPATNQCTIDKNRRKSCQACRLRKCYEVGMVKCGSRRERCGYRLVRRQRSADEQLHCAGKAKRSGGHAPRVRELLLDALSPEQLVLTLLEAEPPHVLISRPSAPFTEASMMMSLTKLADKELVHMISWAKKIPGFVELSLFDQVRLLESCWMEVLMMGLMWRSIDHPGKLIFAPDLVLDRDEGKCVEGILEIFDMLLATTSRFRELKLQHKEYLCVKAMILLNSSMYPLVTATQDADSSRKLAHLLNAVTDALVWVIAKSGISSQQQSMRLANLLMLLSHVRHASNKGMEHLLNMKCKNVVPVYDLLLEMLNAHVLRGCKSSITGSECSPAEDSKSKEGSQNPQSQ
Calb biofilm kill: kills Candida albicans biofilms | AID 834 | C. albicans biofilm + clotrimazole, Alamar Blue | inhibition, % at 6 µM | 85,000 tested, 0.14% active;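 active = inhibition above 20%; inactive = inhibition below 20%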;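 also: preformed 24 hr biofilms exposed to compound for 48 hr; 0% = biofilm without compound and 100% = blank killed by clotrimazole plus chlorhexidine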
Smad3 inh: inhibitors of human Smad3 transcription factor binding; P84022; 88,000 tested, 0.29% active; TR-FRET Smad3/Dy647-FoxH1 peptide binding, europium anti-His; inhibition, % at 25 µM;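 active = compounds that reduce the energy-transfer binding signal between the protein and its labelled peptide by more than half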;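 also: 0% = Smad3 plus labelled peptide maximal FRET and 100% = peptide-only background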
Mac1 fbg inh: inhibitors of human CD11b/CD18 binding to fibrinogen. P05107+P11215. K562 CD11b/CD18 adhesion to fibrinogen, ATPlite luminescence; Mn2+ added to activate the integrin. inhibition, % at 10 µM. 93,000 tested, 0.54% active. AID 1497;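 active = primary inhibition of 50% or more at 10 µM, then 40% or more on retest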; also: some results filed as inactive read as strong as hits
Numbers without * were called inactive; . = no result given; [ ] = remark or other dose.

SMILES	MT1-MMP txn act	CD11b adhes enh	ERa coact pot	sEH inh	sEH activator	ERb coact inh	Calb biofilm kill	Smad3 inh	Mac1 fbg inh
O=c1oc(Nc2cccc(F)c2)nc2ccccc12	.	3	.	-8	6	.	.	.	19
CN(c1ccccc1)c1nc2ccsc2c(=O)s1	1.4	8	78[fluorescence artefact?]	-4	3	14	7	-11	-10
O=C(CN1CCN(CCN2C(=O)c3cccc4cccc(c34)C2=O)CC1)c1ccc(F)cc1	.	-3	.	1	1	.	.	.	14
O=C(c1ccc2ccccc2c1)N1CCN(c2ccccc2)CC1	1.2	-3	89	11	-6	4[fluorescence artefact?]	6	5	-3
O=S(=O)(c1ccc(OCC(O)CN2CCN(c3ccccc3O)CC2)cc1)N1CCOCC1 (stereo unspecified)	1	-5	105[fluorescence artefact?]	4	-5	5	7	6	2
CCC(=O)Nc1nc2nc(C)cc(=O)n2[nH]1	.	2	.	-2	2	.	.	.	-44
CCn1c(COc2ccc(C)cc2)nnc1SCc1ccc(C#N)cc1	1.2	-5	95	0	1	-20	2	-4	1
O=C(NCCO)c1cccc(Cl)c1	1.1	-2	126	-4	5	-4	-1	12[fluorescence artefact?]	-9
COC(=O)c1ccc(C2NC(C(=O)O)CS2)cc1 (stereo unspecified)	1.2	-3	126	-2	4	-8	7	0	0
CC(=O)c1cc(CN2C(=O)CCC2=O)cs1	1	-3	136[fluorescence artefact?]	-8	5	1	7	8	-7
Cc1ccc(SCc2nnc(NC(=O)c3ccccc3)s2)cc1	.	9	.	13	-12	.	.	.	4
CCOCCCNC(=O)CN1C(=O)C(CC)Oc2ccccc21 (stereo unspecified)	1	.	118[fluorescence artefact?]	-14	13	-6	-2	-2	.
CCOC(=O)c1c(NC(=O)CN2CCOCC2)sc(C(=O)NC)c1C	.	-3	.	-6	4	.	.	.	-8
CCOC(=O)c1ccc(CNC(=O)c2cc3cccc(OC)c3oc2=O)o1	1.1	.	111	.	.	11	3	-3	.
Cc1ccccc1C(=O)Nc1ccc2nc3n(c(=O)c2c1)CCC3	1.1	-2	93	-9	10	10	11	-1	-3
CCCCNS(=O)(=O)c1ccc2nc(SCC(=O)c3ccccc3OC)[nH]c2c1	1	-7	93	10	-10	-16	8	-1	37
C=CCn1c(C(C)NC(=O)CCC)nc2ccccc21 (stereo unspecified)	1	.	109[fluorescence artefact?]	6	-6	-2	8	13	.
O=C(NCCc1ccc(Cl)cc1)c1nnc(Cc2ccc(Cl)cc2)o1	1	.	110	.	.	-8	4	-1	.
Cc1ccc(N2CC(C(=O)OCc3ccc([N+](=O)[O-])cc3)CC2=O)cc1 (stereo unspecified)	1.1	-1	107	-4	1	-26	6	4	-22
COc1cccc(C(=O)N(Cc2cc3cc(C)ccc3[nH]c2=O)C(C)C)c1	1.1	6	128	.	.	-7[fluorescence artefact?]	1	-3	-5
Cc1ccc(C2C(C#N)=C(N)Oc3n[nH]c(-c4cccs4)c32)cc1 (stereo unspecified)	1.1	.	93[fluorescence artefact?]	-6	6	-8[fluorescence artefact?]	9	8	.
Cc1cc(NC(c2ccc(Cl)cc2)c2ccc3cccnc3c2O)no1 (stereo unspecified)	0.6	1	88	-4	3	8[fluorescence artefact?]	-2	-17	0
Clc1ccccc1C1CC(c2ccccc2)Nc2ncnn21 (stereo unspecified)	1.1	-1	.	10	-11	.	.	.	-3
CCC/C(O)=C1\C(=O)CC(C)(C)CC1=Nc1ccccc1OC	1.2	-3	91	.	.	-20	2	4	4
Cc1cc(C(=O)N2CCN(c3ncccn3)CC2)c2cc(F)ccc2n1	1.1	-1	117	.	.	-5	-2	8	5

Continuation.
SMILES	MT1-MMP txn act	CD11b adhes enh	ERa coact pot	sEH inh	sEH activator	ERb coact inh	Calb biofilm kill	Smad3 inh	Mac1 fbg inh
COC(=O)c1nn(-c2ccccc2)ccc1=O	1.2	1	94	10	-11	-6	6	9	-41
COc1ccc(N2CCN(c3oc(-c4ccc(OC)c(OC)c4)nc3C#N)CC2)cc1	1.2	9	169[fluorescence artefact?]	6	-2	1[fluorescence artefact?]	3	-1	1
C=CCOC(=O)C1=C(C)NC(SCC(=O)NC(=O)OCC)=C(C#N)C1c1cccnc1 (stereo unspecified)	1.2	-4	102	5	-2	-12[fluorescence artefact?]	-1	-7	10
Cc1cc(/C=C(/C#N)c2cccc(F)c2)c(C)n1-c1cccnc1	1.8	13	86[fluorescence artefact?]	.	.	-4[fluorescence artefact?]	1	1	-1
Cc1nn(S(=O)(=O)N(C)C)c(C)c1CN1C(=O)c2ccccc2C1=O	1.1	-1	91	2	-4	-3	1	3	-16
CC1CCCC(C)N1C(=O)CSc1nnc(CSc2ncccn2)n1C (stereo unspecified)	1	-4	115	.	.	-2	2	5	1
Cn1cc(C(=O)c2ccc(F)cc2)cc1-c1nc2ccccc2n1C	1	-1	107	0	4	-5	10	3	22
COc1ccc(N2C(=O)NC3CC2(C)Oc2ccccc23)cc1OC (stereo unspecified)	1.1	.	97	-13	11	1	2	-4	.
COCc1cc(=O)[nH]c(Nc2nc3ccccc3o2)n1	1.3	-5	.	7	-8	.	.	.	4
O=C(c1cccc(S(=O)(=O)N2CCOCC2)c1)N1CCN(c2ccc(F)cc2)CC1	1	-1	96	-18	19	-2	12	-2	-9
COc1cc(C(=O)O)cc(Br)c1OC1CCCC1	.	-2	107	2	-2	8	5	-2	-5
COc1ccccc1OCc1ccc(C(=O)N2CCN(C(=O)c3ccco3)CC2)cc1	1.1	0	88	-5	3	-9	1	40	-3
CCOc1ccc(-c2cn(CCC#N)cn2)cc1	1.3	-1	130	.	.	-6	10	-2	-11
COc1ccc(C(=O)Cn2nnc(-c3ccccc3NC(=O)C(F)(F)F)n2)cc1	1.1	-6	100	5	-7	-10	-2	-6	-5
COc1cc(NC(=O)C2CC(c3cccc(OC)c3OC)=NO2)cc(OC)c1OC (stereo unspecified)	1.2	4	103	-3	1	1	1	-6	9
N#CC(C#N)=Cc1cn(-c2ncc(C(F)(F)F)cc2Cl)c2ccccc12	.	-2	.	9	-7	.	.	.	-1
CCCCOCCCNC(=O)c1ccc(OCC)cc1	1	-3	110	3	-8	-2	5	-3	-2
Cn1c(-c2ccc3c(c2)OCO3)cnc1NCc1cccc(Cl)c1	1.4	0	94	4	-6	-3	7	6	-7
Cc1cc(C(F)(F)F)nn1CC(=O)NNC(=S)Nc1ccc(F)cc1	.	-5	.	14	-13	.	.	.	2
COCCCn1cc(C(=O)c2cc(OC)ccc2OCC(=O)Nc2cc(C)on2)cc(C#N)c1=O	.	1	.	1	-2	.	.	.	8
CCOC(=O)N1CCC(n2c(SCC(=O)OCc3ccccc3)nc3ccsc3c2=O)CC1	1.2	2	92	-6	9	2	7	-3	-7
Cc1c(CCC(=O)O)c(=O)oc2cc3occ(-c4ccc(F)cc4)c3cc12	1	-2	101	6	-7	4[fluorescence artefact?]	-3	-4	-10
Cc1cccc(N(Cc2nnc3n2CCCCC3)C(=O)Nc2ccccc2)c1	1	2	130	-9	6	-1	0	9	-1
Cn1c(NCc2cccnc2)nc2c1c(=O)n(Cc1ccccc1F)c(=O)n2C	1.1	.	101	-6	6	-22	3	8	.
O=S(=O)(c1ccc(F)cc1)N1CCN(c2ncnc3c2cnn3-c2ccccc2)CC1	1.1	-3	111[fluorescence artefact?]	14	-13	6[fluorescence artefact?]	3	4	-9

(further entries)
SMILES	MT1-MMP txn act	CD11b adhes enh	ERa coact pot	sEH inh	sEH activator	ERb coact inh	Calb biofilm kill	Smad3 inh	Mac1 fbg inh
Cc1cc(C)c(C(N)=O)c(Nc2cccc(Cl)c2)n1	1.3	.	122	12	-10	-14	2	-4	.
N#CCCNC(=O)CCN1CCOCC1	1.1	-4	117	15	-15	-8[fluorescence artefact?]	9	1	-3
COc1cc(C2C3=C(CC(C)(C)CC3=O)Nc3c2c(=O)[nH]c(=O)n3Cc2ccccc2)ccc1O (stereo unspecified)	1.1	.	102[fluorescence artefact?]	.	.	-5	5	-7	.
COc1nc(NC(C)(C)C)nc(Oc2ccc(=O)n(-c3ccccc3)n2)n1	1.1	-10	134	-4	2	-1[fluorescence artefact?]	1	2	-4
CC(C)(Cc1nc2ccccc2[nH]1)C(=O)O	1	-3	104	14	-13	-4	1	-7	-11
CC1(C)Cc2c(cnn2-c2ccccc2)C(=O)/C1=N\NC(=O)c1ccccc1N	1.1	1	112[fluorescence artefact?]	-2	-2	8	3	-1	-17
Cc1c(O)ccc(-c2[nH]ncc2-c2nc3ccccc3s2)c1O	0.8	-4	49	4	-4	-7	6	-5	23
O=c1[nH][nH]cc1C=Nc1ccccc1O	.	12	.	-11	12	.	.	.	0
Cc1cc(=O)n2[nH]c(COc3ccccc3)nc2n1	1.2	5	100	-5	8	-22	-2	-4	-8
COC(=O)[C@H](CCSC)NC(=O)NCc1ccccc1F	1.2	-3	100	22	-19	-4	7	1	0
O=C(c1cccs1)n1nc(-c2ccccc2)nc1NCc1ccco1	1	.	103	2	2	-9	-2	-6	.
COc1ccc(CNC(=O)c2ccc(NS(=O)(=O)c3c(C)noc3C)cc2)cc1	1.2	-3	.	23	-22	.	.	.	-11
CCCCN(CCCC)S(=O)(=O)c1ccc(SCC(=O)OCC)c([N+](=O)[O-])c1	1.2	3	109	-21	18	-4	3	10	-16
O=C1CCC(=O)N1CN(C(=O)c1ccco1)c1ccccc1	1.1	-2	124	13	-13	-6	-1	5	-9
O=C(COc1ccccc1)Nc1nnc(-c2ccc3c(c2)CCCC3)o1	.	2	105	5	-3	2[fluorescence artefact?]	8	7	-28
CCOC(=O)C1=C(C)OC(N)=C(C#N)C1c1cc2ccccc2nc1N1CCCCC1 (stereo unspecified)	1.1	.	32[fluorescence artefact?]	2	-1	-21	6	12	.
COc1ccc(C2C=C(c3ccccc3)Nc3nc(CCCO)nn32)cc1 (stereo unspecified)	1	3	84	-2	2	-8	6	-6	-8
CCCc1[nH]nc2c1C(c1ccc(OC)c(Cn3nc(C)c(Br)c3C)c1)C(C#N)=C(N)O2 (stereo unspecified)	1.1	-1	81[fluorescence artefact?]	4	-2	7	9	12	15
O=C(CSc1nnc(COc2cccc3cccnc23)o1)c1ccc(F)cc1	1	0	99	-6	6	2	6	19	-5
CCOC(=O)C1C(=O)CC(C)(O)C(C(=O)OCC)C1c1cccc(OC(F)(F)C(F)F)c1 (stereo unspecified)	1.1	-1	120[fluorescence artefact?]	.	.	-2	10	16[fluorescence artefact?]	6
CN(C)c1ccc(-c2nn3c(-c4ccccc4Cl)nnc3s2)cc1	0.6	.	94[fluorescence artefact?]	-12	11	44[fluorescence artefact?]	8	-1	.
CCOC(=O)c1c(NC(=S)NC(=O)c2ccc(Cn3cc(Cl)cn3)o2)sc2c1CCC(C)C2 (stereo unspecified)	.	201*	.	6	-4	.	.	.	-2
COc1cc2cc(CN(Cc3nnnn3C3CCCC3)C3CCCC3)c(=O)[nH]c2cc1OC	1.2	-1	114	.	.	-5[fluorescence artefact?]	10	4	2

Sorted by count of non-hydrogen atoms (low to high): part of the list above.
SMILES	MT1-MMP txn act	CD11b adhes enh	ERa coact pot	sEH inh	sEH activator	ERb coact inh	Calb biofilm kill	Smad3 inh	Mac1 fbg inh
N#CCCNC(=O)CCN1CCOCC1	1.1	-4	117	15	-15	-8[fluorescence artefact?]	9	1	-3
Cc1cc(C)c(C(N)=O)c(Nc2cccc(Cl)c2)n1	1.3	.	122	12	-10	-14	2	-4	.
COC(=O)[C@H](CCSC)NC(=O)NCc1ccccc1F	1.2	-3	100	22	-19	-4	7	1	0
O=C1CCC(=O)N1CN(C(=O)c1ccco1)c1ccccc1	1.1	-2	124	13	-13	-6	-1	5	-9
Cc1c(O)ccc(-c2[nH]ncc2-c2nc3ccccc3s2)c1O	0.8	-4	49	4	-4	-7	6	-5	23
CCOC(=O)C1C(=O)CC(C)(O)C(C(=O)OCC)C1c1cccc(OC(F)(F)C(F)F)c1 (stereo unspecified)	1.1	-1	120[fluorescence artefact?]	.	.	-2	10	16[fluorescence artefact?]	6

Not all compounds are listed, so the mix of outcomes need not match the whole.
